Source: PubChem BioAssay
esBAF inh – Bmi1 luciferase reporter increase in mESCs, primary screen, esBAF inhibitor project, mouse ES cells, Bmi1 luciferase knock-in, single point; 24 h; 100% = twice the neutral-well signal; reporter increase, % at 12.5 µM; hit rate 2% among 350,000; in the data active = activation above about 40%;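 note: 0% = median of the plate's neutral control wells and 100% = double that signal; a rise in the Bmi1 reporter signal indicates esBAF inhibition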
RAD54 branch – inhibitors of human RAD54 branch migration, primary screen, biochemical, fluorescence, single point; DNA repair and recombination protein RAD54-like (Homo sapiens), Q92698; RAD54 Holliday junction branch migration, FAM/BHQ fluorescence; hit rate 0.14% among 360,000; inhibition, % at 10.4 µM;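 active = mean normalized replicate activity at least 40 and at least half of replicates scoring 40 or more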;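 note: 0% = median of neutral control wells and 100% = median of positive control wells; inhibitors cause a drop in the FAM fluorescence signal; in these data hits start at about 50%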
Target sequence (Q92698 whole entry, looked up): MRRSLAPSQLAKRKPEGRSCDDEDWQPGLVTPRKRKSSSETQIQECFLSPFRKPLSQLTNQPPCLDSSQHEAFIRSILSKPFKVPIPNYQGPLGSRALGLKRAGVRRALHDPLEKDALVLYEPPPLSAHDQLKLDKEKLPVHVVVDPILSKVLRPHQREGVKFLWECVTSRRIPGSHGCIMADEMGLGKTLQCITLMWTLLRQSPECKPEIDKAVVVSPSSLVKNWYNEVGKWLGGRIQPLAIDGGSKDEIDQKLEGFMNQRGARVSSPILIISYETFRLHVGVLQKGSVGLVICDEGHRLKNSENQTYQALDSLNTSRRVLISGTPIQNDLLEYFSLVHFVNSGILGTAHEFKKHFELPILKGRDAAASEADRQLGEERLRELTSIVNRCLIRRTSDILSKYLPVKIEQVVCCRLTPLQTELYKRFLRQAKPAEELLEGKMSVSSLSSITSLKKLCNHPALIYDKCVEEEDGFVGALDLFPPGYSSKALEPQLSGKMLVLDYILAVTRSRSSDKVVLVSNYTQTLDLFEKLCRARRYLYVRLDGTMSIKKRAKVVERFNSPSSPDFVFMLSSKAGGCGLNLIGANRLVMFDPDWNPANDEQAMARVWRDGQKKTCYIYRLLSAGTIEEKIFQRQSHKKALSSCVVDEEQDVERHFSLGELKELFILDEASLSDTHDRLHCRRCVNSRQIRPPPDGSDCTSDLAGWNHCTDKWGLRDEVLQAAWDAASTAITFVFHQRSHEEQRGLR
Starred values were filed as active, the others as inactive.

| Molecule | esBAF inh | RAD54 branch |
| --- | --- | --- |
| CC(C)(C)NS(=O)(=O)c1ccc(CCC(=O)Nc2ccc3c(c2)OCO3)cc1 | 2 | 0 |
| O=C(Nc1ccccc1)N(Cc1cccs1)C1CCCC1 | -2 | 0 |
| Fc1cccc(Cl)c1CSc1nnc(CN2CCOCC2)n1-c1ccccc1 | 0 | 2 |
| COc1ccc2[nH]c(=O)c(CNc3ccccc3)cc2c1 | 85* | 0 |
| COC(=O)C1CCN(C(=O)COC(=O)Cc2c[nH]c3ccccc23)CC1 | -4 | 8 |
| COCCN(Cc1cc2cc3c(cc2n2nnnc12)OCO3)C(=O)c1ccccc1F | -3 | 5 |
| CC(=O)Nc1ccc(S(=O)(=O)N[C@@H](C)C(=O)N2CCN(C/C=C/c3ccccc3)CC2)cc1 | -4 | -5 |
| CCOc1cc(S(=O)(=O)N2CC=C(c3ccc(F)cc3)CC2)c(OCC)cc1-n1cnnn1 | 0 | 3 |
| COc1cccc(OCCNc2cc(Cl)ccc2[N+](=O)[O-])c1 | 5 | -8 |
| O=C(NC1=NCCS1)c1ccncc1 | 7 | -2 |
| COc1ccccc1/C=C1\NC(=S)N(CC2CCCO2)C1=O (centres undefined) | 28 | 1 |
| COc1cc(NC(=O)CN2C(=O)c3ccccc3C2=O)c(C(=O)O)cc1OC | -14 | 6 |
| c1ccc(N=P(c2nc3ccccc3o2)(N2CCOCC2)N2CCOCC2)cc1 | 12 | -25 |
| O=C(NCCc1ccc(Cl)cc1)c1cccc(N2CCCC2=O)c1 | 55* | 15 |
| COc1ccc(OC)c(N(CC(=O)NCc2ccncc2)S(C)(=O)=O)c1 | -5 | 3 |

In the list so far, five contain a halogen:
| Molecule | esBAF inh | RAD54 branch |
| --- | --- | --- |
| Fc1cccc(Cl)c1CSc1nnc(CN2CCOCC2)n1-c1ccccc1 | 0 | 2 |
| COCCN(Cc1cc2cc3c(cc2n2nnnc12)OCO3)C(=O)c1ccccc1F | -3 | 5 |
| CCOc1cc(S(=O)(=O)N2CC=C(c3ccc(F)cc3)CC2)c(OCC)cc1-n1cnnn1 | 0 | 3 |
| COc1cccc(OCCNc2cc(Cl)ccc2[N+](=O)[O-])c1 | 5 | -8 |
| O=C(NCCc1ccc(Cl)cc1)c1cccc(N2CCCC2=O)c1 | 55* | 15 |

Going on with the list.
| Molecule | esBAF inh | RAD54 branch |
| --- | --- | --- |
| O=C(NC1CCSC1=O)c1ccc(Oc2ccc(F)cc2)nc1 (centres undefined) | 8 | -5 |
| CC1(C)c2ccccc2N2CCC(=O)NC21/C=C/c1ccco1 (centres undefined) | -7 | -38 |
| O=C1OCCC1Sc1nnc(-c2ccc(O)cc2)o1 (centres undefined) | -3 | 2 |
| CCn1c(SCC(=O)Nc2ccc(S(=O)(=O)Nc3onc(C)c3C)cc2)nnc1-c1ccccc1 | -1 | 11 |
| CC(=O)Nc1ccc(S(=O)(=O)N2CCSC2c2ccc(C)cc2)cc1 (centres undefined) | -6 | 4 |
| COC(=O)c1[nH]c2cccc(C)c2c1NC(=O)CN1CCN(c2ccccc2OC)CC1 | -5 | 3 |
| O=C(c1ccco1)N1CCN(C(c2ccccc2F)c2nnnn2CC2CCCO2)CC1 (centres undefined) | 2 | -3 |
| COc1ccc(-c2[nH]nc3c2C(c2ccoc2)C(C#N)=C(N)O3)cc1 (centres undefined) | 6 | 1 |
| Cc1ccc([N+](=O)[O-])cc1N=Nc1c(-c2ccc([N+](=O)[O-])cc2)[nH]n(C(N)=S)c1=O | -47 | 0 |
| CC(=O)N1CC2(CC(=O)OC(C)C)CN(C(C)=O)CC(CC(=O)OC(C)C)(C1)C2=O | -10 | -7 |
| CCN(CC)S(=O)(=O)c1ccc(Cl)c(NC(=O)c2ccccc2C)c1 | -10 | 1 |
| COC(=O)c1ccc(C2c3c(oc4ccc(F)cc4c3=O)C(=O)N2CCO)cc1 (centres undefined) | 7 | -9 |
| Cn1c(SCc2ccccc2)nnc1-c1ccc2c(c1)OCO2 | 52* | -2 |
| Cc1cc(N2C(=O)CC(N3CCN(C(c4ccccc4)c4ccccc4)CC3)C2=O)no1 (centres undefined) | -10 | 0 |
| O=C(/C=N/O)Nc1ccc(F)cc1 | 5 | -6 |
| CCOC(=O)/C(C#N)=C1/C=Cc2ccccc2N1CC | -2 | 0 |
| Cc1cc(C)c2c(N)c(C(=O)NN3CC(=O)N(c4ccccc4F)CC3=O)sc2n1 | -6 | -5 |
| C=CCOC(=O)C1=C(C)OC(N)=C(C#N)C1c1c(C)nn(-c2ccccc2)c1Cl (centres undefined) | -3 | -1 |
| CN1CCN(C/C(=C2/N=C(c3ccccc3)OC2=O)N(C)C)CC1 | -1 | 3 |
| Cc1cc(C)c(NC(=O)Cn2nnc(C(=O)NCCc3ccccc3)c2N)c(C)c1 | -6 | -5 |
| CCN1CCCC1CNC(=O)c1cn(C)c2ccc(S(=O)(=O)N3CCCCCC3)cc2c1=O (centres undefined) | -5 | -1 |
| COCC(O)CSc1c([N+](=O)[O-])nc(C)n1Cc1ccc(OC)c([N+](=O)[O-])c1 (centres undefined) | -6 | 6 |
| Cc1ccc(N(C(=O)c2csnn2)C(C(=O)NC(C)(C)C)c2cccs2)cc1 (centres undefined) | -4 | -7 |
| CN(N)C(=S)NCc1ccccc1 | -10 | -1 |
| Cc1oc2c(CN(C)C)c(O)ccc2c(=O)c1-c1cscn1 | -1 | 4 |
| CCOC(=O)c1ccc(CNS(=O)(=O)c2c(C)ccc3nsnc23)o1 | -3 | 6 |
| Cc1ccc(-c2nc3ncccc3o2)cc1NC(=O)c1cc2ccccc2o1 | -10 | -2 |
| COc1ccccc1Nc1ncc(C(C)=O)c(C)n1 | 44* | -3 |
| CCOC(=O)c1sc2nc[nH]c(=O)c2c1C | -11 | 5 |
| CCN1C(=O)NC(c2cccnc2)C(C(=O)OC)=C1C (centres undefined) | 1 | -3 |
| COc1nc(OC)nc(N2CCCCCC2)n1 | 0 | -9 |
| CN1C(=O)C(CC(=O)Nc2ccc(F)cc2)N(CCCc2ccccc2)C1=S (centres undefined) | 6 | -11 |
| O=C(NC1CCCCC1)NC1(C(=O)NCCCN2CCOCC2)CCCCC1 | -5 | 0 |
| COc1cc2oc(=O)c(Br)c(C)c2c(OC)c1OC | -4 | -3 |
| CCCC(=O)C1=C(O)C(C(=O)OC)C(C)(C)CC1=N (centres undefined) | 6 | -2 |
| O=S(=O)(c1ccc2nc(-c3ccco3)c(-c3ccco3)nc2c1)N1CCOCC1 | -5 | -8 |
| O=C(O)CSc1nnc(-c2ccncc2)n1Cc1ccccc1 | -11 | 2 |
| CCn1c(Cc2ccccc2)nnc1SCC(=O)Nc1nnc(-c2ccccc2)s1 | 3 | -6 |
| Cc1ccc(Oc2ccc(/C=N/O)cn2)cc1 | 48* | -2 |
| CC1=C(C(=O)OCC2CCCO2)C(c2ccncc2)C2=C(CC(C)(C)CC2=O)N1 (centres undefined) | -2 | -4 |
| COc1ccc(CN(C(=O)Cn2nnc3ccccc32)C(C(=O)NC(C)(C)C)c2ccco2)cc1 (centres undefined) | -1 | -1 |
| O=c1c2ccccc2c(C=NCCCN2CCOCC2)c(O)n1Cc1ccccc1 | -4 | 7 |
| C=CCc1cccc2cc(C(=O)NC3=C(C#N)CCC3)c(=O)oc12 | -2 | 3 |
| CCCN1C(=O)C(NS(=O)(=O)c2ccc(N)cc2)(C(F)(F)F)C(C(=O)OC)=C1C (centres undefined) | -1 | 0 |
| O=[N+]([O-])c1ccc(Cl)c(/C=N/N2CCN(Cc3ccc(Cl)cc3)CC2)c1 | -8 | 4 |
| CCOc1ccc(C(C)NC(=O)CCC(=O)O)cc1 (centres undefined) | 6 | 4 |
| COc1cccc2cc(C(=O)N3CCN(c4ccccc4F)CC3)c(=O)oc12 | -5 | -5 |
| CC(C)(C)c1ccc(-c2nnc(SCCC#N)n2C2CCCC2)cc1 | -42 | 7 |
| COc1ccc(NC(=O)OC(CN2CCCCC2)C(F)(F)F)cc1 (centres undefined) | 1 | -1 |
| O=C(Nc1ccccc1Cl)c1cccs1 | 15 | -2 |
| CCC(c1nnnn1CCOC)N(Cc1ccc(C)cc1)Cc1cc2cc(OC)ccc2[nH]c1=O (centres undefined) | -4 | 0 |
| CC(NC(=O)NCCCC(=O)O)(C(F)(F)F)C(F)(F)F | 8 | 3 |
| Cc1onc(-c2ccccc2)c1C(=O)OCC(=O)c1ccccc1 | -6 | 4 |
| Cc1ccc(C(=O)O/N=C(\N)c2ccc(Br)cc2)cc1C | 53* | 3 |
| CCn1c(SCC(=O)Nc2ccccc2C(=O)OC)nnc1-c1ccoc1C | -8 | -15 |
| COC(=O)c1c(NC(=O)Cc2cccs2)sc2c1CCC(C)C2 (centres undefined) | -4 | -15 |
| Cc1nc(N)sc1C(=O)Nc1ccccc1 | 19 | -14 |
| CC(=O)Oc1ccccc1-c1nc(C)nc(N(C)C(C)=O)n1 | 3 | 9 |
| O=C(Nc1ccc(Br)cc1)C1CCC(=O)N1Cc1ccccc1Cl (centres undefined) | -6 | 2 |
| OCC[C@@H]1C[C@H](O)[C@@H](O)[C@]2(Cc3ccccc3O2)O1 | 3 | -7 |

2 entries from above, with values under each structure.
Below each compound – esBAF inh | RAD54 branch
- CC(NC(=O)NCCCC(=O)O)(C(F)(F)F)C(F)(F)F
→ 8 | 3
- OCC[C@@H]1C[C@H](O)[C@@H](O)[C@]2(Cc3ccccc3O2)O1
→ 3 | -7

Going on with the list.
| Molecule | esBAF inh | RAD54 branch |
| --- | --- | --- |
| COc1cc(C2c3c(-c4ccccc4)n[nH]c3C(=O)N2c2ccc(C(=O)O)cc2)ccc1O (centres undefined) | -1 | 0 |
| CCCCOc1ccc(CNC(=S)N/N=C/c2ccc(OC)c(OC)c2)cc1 | -2 | 3 |
| CCCN(CCC)C(=O)CSc1nc2n[nH]c(C)c2c(=N)n1-c1ccc(OC)cc1 | 9 | 2 |
| CCN(CC)CCNC(=O)c1ccccc1C(=O)c1ncc[nH]1 | -11 | -4 |
| O=C(CCSc1nnc(-c2ccncc2)o1)Nc1ccccc1Cl | 2 | 8 |
| COC(=O)Cn1nc(-c2ccccc2)c2ccccc21 | -6 | -5 |
| COc1ccc(/C(=N/O)C(C)(C)NO)cc1 | -4 | -1 |
| CCCCOC(=O)C1C2C=C[C@]3(CN(C(C)c4ccc(OC)cc4)C(=O)[C@H]13)O2 (some centres undefined) | -6 | -1 |
| CCOC(=O)N1CCN(C(=O)CSCC(=O)N=c2sc3ccccc3n2C)CC1 | -3 | 1 |
| COc1ccc2nc(NC(=O)c3cc(S(=O)(=O)N4CCOCC4)ccc3C)sc2c1 | 21 | 1 |
| C=C(c1ccc(OCCO)cc1)c1ccc(OCCO)cc1 | -3 | 7 |
| Cc1cccc(NC(=O)N(Cc2nc3ccccc3c(=O)[nH]2)C2CCCC2)c1 | 12 | -5 |
| Cc1ccc(C)c2nc(N3CCCC3)c(C#N)cc12 | -5 | 3 |
| CC1=CCP(=O)(c2ccccc2)C1 (centres undefined) | 4 | -2 |
| O=C(CNC(=O)c1ccc(Cl)cc1Cl)NCC(=O)Nc1ccccc1N1CCOCC1 | -1 | -6 |
| c1ccc(CCc2nc(-c3cccnc3)no2)cc1 | 59* | 0 |
| CCCCCCn1c(SCCCC)nc2c1c(=O)[nH]c(=O)n2C | -9 | -7 |
| Cc1cc(C)c(NC(=O)c2ccc(CN3CCc4ccccc4C3)cc2)c(C)c1 | 6 | -5 |
| O=C(COc1ccc(Cl)cc1)Nc1ccc(Cl)cn1 | 34 | 5 |
| O=C(CSc1ncn[nH]1)N1CCN(S(=O)(=O)c2ccc(Cl)cc2)CC1 | -3 | 1 |
| CC(C)CNC(=O)c1ccccc1Oc1ccccc1 | -9 | -1 |
| COc1cc(OC)cc(C(=O)NCCCN2CCN(CCCNC(=O)c3cc(OC)cc(OC)c3)CC2)c1 | -1 | 11 |
| COc1ccc(OC)c(S(=O)(=O)N(C)CC(=O)Nc2ccc3c(c2)OCO3)c1 | 30 | 3 |
| CCC(C)OC(=O)n1ccc(C(=O)Nc2nccs2)n1 (centres undefined) | 12 | 1 |
| Cc1cccc(OCC(=O)NC(=S)Nc2ccc(S(=O)(=O)NC3CCCCC3)cc2)c1 | 12 | 2 |
| C1=C(c2ccccc2)N2CCN=C2S1 | -2 | 6 |
| O=C(NNC(=S)NC(=O)c1ccccc1[N+](=O)[O-])c1ccccc1 | -3 | -1 |
| CCC(C)NC(=O)CC(c1ccc(OC)cc1)n1cccc1 (centres undefined) | -2 | 7 |
| OCCCc1nc2n(n1)C(c1ccccc1)C=C(c1ccccc1)N2 (centres undefined) | 0 | -20 |
| CC(=O)O[C@H]1[C@H](O)[C@H](Oc2c(O)c(C)c3c4c2[C@@H](C)CC[C@@H]4[C@@H](C)C[C@H]3C=C(C)C)O[C@@H](C)[C@H]1O | -4 | -1 |
| C=C[C@](C)(CC[C@@]1(C)C(C)CC(OC2OC(C)C(OC3OC(COC(C)=O)C(O)C(O)C3O)C(O)C2O)[C@@]2(C)C(C)=CCCC12)OC1OC(C)C(O[C@@H]2O[C@@H](C)C(O)C(O)[C@H]2O)C(O)C1O (some centres undefined) | -8 | -18 |
| Cc1ccc(C(=O)Nc2onc(C)c2C#N)cc1 | -4 | 8 |
| CCOc1ccc(Cn2ccnc2CCl)cc1[N+](=O)[O-] | -4 | 0 |
| Cc1ccc(S(=O)(=O)N2CCN(C(=O)c3ccnn3C)CC2)cc1C | -3 | 5 |
| CC1CCC2(CC1)SCC(=O)N2c1ccccc1 (centres undefined) | -6 | 1 |
| COc1ccc(CCNC(=O)NC23CC4CC(CC(C4)C2)C3)cc1OC | 5 | 1 |
| CC(C)C1N=C(c2ccc3c(c2)OCO3)CC(c2ccccc2O)N1 (centres undefined) | 47* | 4 |
| O=C1NCCCc2nc(Oc3ccccc3)sc21 | 2 | 1 |
| CC(=O)Nc1ccc(S(=O)(=O)Nc2cccc(N(C)S(C)(=O)=O)c2)cc1 | -3 | -11 |
| COC(=O)C(NC(C)=O)(Nc1nc2c(s1)CCCC2)C(F)(F)F (centres undefined) | -2 | -10 |
| Cn1ncc2c(Nc3cccc(C(=O)O)c3)ncnc21 | -5 | -5 |

Some of the compounds tested (hit frequency here may not be typical).
